Source: PubChem BioAssay
GRK2 inh: compounds blocking aptamer binding on GRK2 – biochemical, human GRK2, bead flow cytometry, HTS, primary screen; FAM-aptamer displacement from GRK2; inhibition of aptamer binding, % at 10 µM; actives 0.59% (n = 330,000);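 active means inhibition of aptamer binding above 40%, roughly 3 SD of noise, on plates passing a quality check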;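 further: median bead fluorescence of bound FAM aptamer so fluorescent compounds give negative values; no value below 0 was filed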
Target sequence (P25098 whole entry, looked up): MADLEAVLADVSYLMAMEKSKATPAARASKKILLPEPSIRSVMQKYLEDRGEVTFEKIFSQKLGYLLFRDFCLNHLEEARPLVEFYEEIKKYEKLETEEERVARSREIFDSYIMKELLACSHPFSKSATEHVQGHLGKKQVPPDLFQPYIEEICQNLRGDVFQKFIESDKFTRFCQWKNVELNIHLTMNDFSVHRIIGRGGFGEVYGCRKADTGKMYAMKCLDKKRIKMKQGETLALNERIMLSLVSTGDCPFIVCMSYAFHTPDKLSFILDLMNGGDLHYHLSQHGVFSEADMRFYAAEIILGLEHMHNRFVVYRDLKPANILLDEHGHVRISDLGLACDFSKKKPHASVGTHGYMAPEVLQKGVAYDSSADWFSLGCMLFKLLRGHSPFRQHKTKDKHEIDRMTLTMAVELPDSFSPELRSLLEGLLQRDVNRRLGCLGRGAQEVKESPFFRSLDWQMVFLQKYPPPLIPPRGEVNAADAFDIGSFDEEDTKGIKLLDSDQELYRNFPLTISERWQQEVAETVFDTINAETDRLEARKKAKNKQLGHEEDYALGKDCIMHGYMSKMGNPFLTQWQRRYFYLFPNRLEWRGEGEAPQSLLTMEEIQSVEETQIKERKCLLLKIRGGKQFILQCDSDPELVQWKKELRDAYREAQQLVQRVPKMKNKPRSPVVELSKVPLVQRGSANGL
GLD-1 TGE inh: GLD-1/TGE RNA complex disruptors, primary screen, biochemical, fluorescence polarization; purified GLD-1 + fluorescein TGE RNA; inhibition, % at 5.96 µM; actives 0.44% (n = 320,000); Female germline-specific tumor suppressor gld-1 (Caenorhabditis elegans), Q17339;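 active means percent inhibition above a per-plate cutoff, the plate mean of test compounds plus 3 SD, cut at about 30% in these data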;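 further: 0% = DMSO wells with GLD-1 and probe and 100% = wells lacking GLD-1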
Fam108B counter: mouse Fam108B serine hydrolase inhibitors, primary screen, counter-screen for RBBP9 inhibitor project, biochemical, fluorescence polarization; recombinant Fam108B, FP-Rh probe fluorescence polarization; inhibition, % at 9.51 µM; actives 0.33% (n = 300,000); AID 1947, 2009;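 active means inhibition above the screen mean inhibition plus 3 SD, computed separately per campaign, cut at about 18% in these data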;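 further: inhibitors lower polarization as less probe binds the enzyme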
Bcl-xL primary: inhibitors of human Bcl-xL, primary screen, biochemical, fluorescence polarization, HTS; actives 0.7% (n = 320,000); GST-Bcl-xL / FITC-Bim BH3 peptide fluorescence polarization; inhibition, % at 10.9 µM;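 active means inhibition above the mean of all tested compounds plus 3 SD, cutoff set per campaign, cut at about 30% in these data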;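 further: 0% = DMSO wells and 100% = unlabeled Bim-BH3 peptide competitor; inhibitors lower millipolarization by displacing the labeled peptide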
Target sequence (Q07817 whole entry, looked up): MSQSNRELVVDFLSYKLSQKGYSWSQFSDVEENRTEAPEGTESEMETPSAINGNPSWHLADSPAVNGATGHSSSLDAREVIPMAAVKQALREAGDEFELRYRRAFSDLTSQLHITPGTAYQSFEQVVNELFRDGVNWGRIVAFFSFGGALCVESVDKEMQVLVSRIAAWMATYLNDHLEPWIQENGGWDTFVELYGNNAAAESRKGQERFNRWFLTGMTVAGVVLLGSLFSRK
VLA-4 inh: inhibition in human VLA-4 binding assay, primary screen, VLA-4 allosteric modulator project, MLPCN library, flow cytometry, VLA-4 expressing cells. ligand binding flow cytometry. inhibition, % (about 7 µM as worked out from the volumes in the protocol). actives 0.2% (n = 330,000); in the data active means inhibition above about 50%
PME-1 primary: PME-1 inhibitors via competitive probe labeling, primary screen, biochemical, fluorescence polarization, FP-Rh probe, HTS; recombinant PME-1; inhibition, % at 5.9 µM; actives 0.53% (n = 320,000); AID 2130, 2009;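 active means inhibition above the campaign mean of all compounds plus 3 SD, cut at about 26% in these data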;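 further: competitive labeling of PME-1 active site by serine hydrolase directed probe; 0% = PME-1 with DMSO and 100% = wells lacking PME-1 enzyme; inhibitors block probe labeling so polarization falls and inhibition rises; many of its hits are not listed in these tables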
MCL1 BIM primary: inhibitors of MCL1 binding to BIM-BH3, primary screen, biochemical, fluorescence polarization | inhibition, % at 10.9 µM | AID 2057, 2009 | actives 0.68% (n = 320,000) | GST-MCL1 / FITC-Bim-BH3 fluorescence polarization | Induced myeloid leukemia cell differentiation protein Mcl-1 (Homo sapiens), Q07820;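 active means inhibition above the mean inhibition of all tested compounds plus 3 SD, set per campaign, cut at about 40% in these data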;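 further: 0% = DMSO wells and 100% = unlabeled Bim-BH3 peptide control; higher means more loss of mP so more displacement of Bim peptide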
Efflux pump inh: inhibitors of Candida efflux pumps in yeast, primary screen, S. cerevisiae, Nile Red, multiplex; S. cerevisiae Candida pump triplex; AID 485275, 2010; inhibition, % at 10 µM; actives 0.44% (n = 330,000);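 active means plate passing quality check with inhibition over a set limit, or well fluorescence over plate mean plus 4 SD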;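 further: Nile Red retained in pooled yeast measured as flow cytometry median fluorescence; 0% = buffer negative control and 100% = Enniatin B positive control; higher means more Nile Red kept so more efflux inhibition; some compounds called inactive have numbers as strong as hits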
MEX-5 binding: MEX-5 zinc finger RNA-binding disruptors – biochemical, C. elegans, fluorescence polarization, MLPCN library, primary screen | activity score (negative = inhibition of binding), % at 10 µM | AID 1832, 2009 | actives 0.38% (n = 300,000) | MEX-5/FITC-TCR2 RNA binding; active compounds read low;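 active means inhibition past about -25% in most replicates, and total fluorescence under double the plate's negative control median, limit read from the data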;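 further: 0% = DMSO and -100% = 5 µM competing unlabeled TCR2 RNA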
Active calls of the source: *. This is a subset; the hit share may differ from the screen's.

`O=C(c1cccs1)N1CCN(c2nc3ccc([N+](=O)[O-])cc3s2)CC1` gave GRK2 inh 0, GLD-1 TGE inh -2, Fam108B counter 0, Bcl-xL primary 1, VLA-4 inh -3, PME-1 primary -3, MCL1 BIM primary -2, Efflux pump inh 0.1 and MEX-5 binding -8.3.
Screening COc1ccc(C(=O)Nc2ncc3c(n2)CC(c2ccco2)CC3=O)cc1 (stereo not given) returned GRK2 inh 0, GLD-1 TGE inh -5, Fam108B counter -2, Bcl-xL primary 10, VLA-4 inh 2, PME-1 primary 2, MCL1 BIM primary -3, Efflux pump inh -0.1 and MEX-5 binding 0.3.
CCc1ccc(CN(C)CC(=O)Nc2sccc2C#N)cc1 was read as GRK2 inh 1, GLD-1 TGE inh 6, Fam108B counter 1, Bcl-xL primary 9, VLA-4 inh 0, PME-1 primary -7, MCL1 BIM primary 9, Efflux pump inh -0.3 and MEX-5 binding 1.7.
O=C(Nc1ccc(Cl)c(Cl)c1)Nc1ccccc1C(=O)O was read as GRK2 inh 0, GLD-1 TGE inh 4, Fam108B counter -4, Bcl-xL primary 2, VLA-4 inh 10, PME-1 primary -3, MCL1 BIM primary 4, Efflux pump inh -0.1 and MEX-5 binding 0.5.
c1ccc2c3c(c(CN4CCCC4)cc2c1)COC3 was read as GRK2 inh 0, GLD-1 TGE inh 5, Fam108B counter -1, Bcl-xL primary 4, VLA-4 inh -4, PME-1 primary 2, MCL1 BIM primary 7, Efflux pump inh -0.2 and MEX-5 binding -0.7.
Screening Cc1cc(N2CCCC2)ccc1NC(=O)CN1C(=O)NC(C)(c2ccccc2)C1=O (stereo not given) returned GRK2 inh 0, GLD-1 TGE inh 0, Fam108B counter -2, Bcl-xL primary -4, VLA-4 inh 7, PME-1 primary -4, MCL1 BIM primary -3, Efflux pump inh -0.1 and MEX-5 binding -2.3.
`COc1ccc(-c2ccc(S(=O)(=O)NCC3CCCO3)cc2)cc1` (stereo not given) gave GRK2 inh 0, GLD-1 TGE inh -6, Fam108B counter -3, Bcl-xL primary 0, VLA-4 inh 4, PME-1 primary -5, MCL1 BIM primary -1, Efflux pump inh 0.1 and MEX-5 binding -1.0.
For Nc1nnc(SCC(=O)Nc2ccc(N3CCOCC3)cc2)s1 the results were GRK2 inh 1, GLD-1 TGE inh 7, Fam108B counter -1, Bcl-xL primary -7, VLA-4 inh -6, PME-1 primary -5, MCL1 BIM primary 1, Efflux pump inh -0.1 and MEX-5 binding -1.1.
Screening Cc1ccc(-n2ncc3c(=O)n(CC(N)=O)cnc32)cc1C returned GRK2 inh 0, GLD-1 TGE inh 3, Fam108B counter 6, Bcl-xL primary 12, VLA-4 inh 10, PME-1 primary 8, MCL1 BIM primary 15, Efflux pump inh 0.2 and MEX-5 binding 3.6.
For CCOC(=O)N1CCN(CC(O)COc2ccccc2C(C)CC)CC1 (stereo not given) the results were GRK2 inh 0, GLD-1 TGE inh 3, Fam108B counter 0, Bcl-xL primary -1, VLA-4 inh 18, PME-1 primary -5, MCL1 BIM primary 2, Efflux pump inh 0.0 and MEX-5 binding -1.0.
Screening CC(C)(C)NC(=O)Nc1ccc(Cn2cc(C(F)(F)F)ccc2=O)cc1 returned GRK2 inh 0, GLD-1 TGE inh -4, Fam108B counter 2, Bcl-xL primary 6, VLA-4 inh 10, PME-1 primary -1, MCL1 BIM primary 0, Efflux pump inh 0.2 and MEX-5 binding 3.5.
For NC(=O)c1ccccc1NC(=O)/C=C/c1ccccc1 the results were GRK2 inh 3, GLD-1 TGE inh 3, Fam108B counter -1, Bcl-xL primary -7, VLA-4 inh -8, PME-1 primary -16, MCL1 BIM primary -12, Efflux pump inh 0.7 and MEX-5 binding -4.8.
Screening CC(C)c1ccc2oc(-c3ccc(NC(=O)c4ncn[nH]4)cc3)nc2c1 returned GRK2 inh 1, GLD-1 TGE inh 5, Fam108B counter -17, Bcl-xL primary -1, VLA-4 inh 24, PME-1 primary -5, MCL1 BIM primary 0, Efflux pump inh 0.1 and MEX-5 binding -12.
COC(=O)c1ccc(CSc2nnc(Nc3ccccc3OC)s2)o1 was read as GRK2 inh 1, GLD-1 TGE inh -1, Fam108B counter -6, Bcl-xL primary 1, VLA-4 inh 16, PME-1 primary 18, MCL1 BIM primary 4, Efflux pump inh 0.0 and MEX-5 binding 2.4.
`CN(C)S(=O)(=O)c1ccc(C(=O)NC(=O)CSc2ccccc2)cc1` gave GRK2 inh 3, GLD-1 TGE inh 4, Fam108B counter 6, Bcl-xL primary 6, VLA-4 inh 4, PME-1 primary 3, MCL1 BIM primary 9, Efflux pump inh -0.2 and MEX-5 binding -0.8.
`CC(C)(C)c1ccc(CS(=O)CC(O)CO)cc1` (stereo not given) gave GRK2 inh 1, GLD-1 TGE inh 2, Fam108B counter 1, Bcl-xL primary 5, VLA-4 inh -7, PME-1 primary -2, MCL1 BIM primary 9, Efflux pump inh 0.1 and MEX-5 binding 1.4.
For CC(OC(=O)c1cc(S(=O)(=O)N2CCOCC2)ccc1F)C(=O)NC1CCCC1 (stereo not given) the results were GRK2 inh 0, GLD-1 TGE inh 0, Bcl-xL primary -7, VLA-4 inh -14, PME-1 primary 4, MCL1 BIM primary -13 and Efflux pump inh -0.1.
For Cc1ccsc1C(=O)OCC(=O)Nc1ccc(Cl)cn1 the results were GRK2 inh 2, GLD-1 TGE inh 6, VLA-4 inh -4 and Efflux pump inh 0.1.
`COc1ccc(N(C)C(=S)Nc2ccc3nc(C)c(C)nc3c2)cc1` gave GRK2 inh 0, GLD-1 TGE inh 1, Fam108B counter 3, Bcl-xL primary 12, VLA-4 inh 8, PME-1 primary 6, MCL1 BIM primary 10, Efflux pump inh 0.2 and MEX-5 binding -1.0.
For O=C(Cc1ccccc1F)OCC(=O)N1CCN(C(=O)c2ccco2)CC1 the results were GRK2 inh 0, GLD-1 TGE inh 0, Fam108B counter 0, Bcl-xL primary 10, VLA-4 inh 38, PME-1 primary -3, MCL1 BIM primary 11, Efflux pump inh 0.0 and MEX-5 binding 0.9.

Of the compounds above, 2 contain a Cl atom:
O=C(Nc1ccc(Cl)c(Cl)c1)Nc1ccccc1C(=O)O was read as GRK2 inh 0, GLD-1 TGE inh 4, Fam108B counter -4, Bcl-xL primary 2, VLA-4 inh 10, PME-1 primary -3, MCL1 BIM primary 4, Efflux pump inh -0.1 and MEX-5 binding 0.5.
For Cc1ccsc1C(=O)OCC(=O)Nc1ccc(Cl)cn1 the results were GRK2 inh 2, GLD-1 TGE inh 6, VLA-4 inh -4 and Efflux pump inh 0.1.

Later entries:
Screening Nc1ccc2nc(CCCCCCc3nc4ccc(N)cc4[nH]3)[nH]c2c1 returned GRK2 inh 0, GLD-1 TGE inh 5, Fam108B counter 2, Bcl-xL primary 4, VLA-4 inh 12, PME-1 primary 6, MCL1 BIM primary 7, Efflux pump inh -0.1 and MEX-5 binding -2.1.
COc1cc(C(=O)OCC(=O)Nc2ccc(SC(F)F)cc2)cc(OC)c1OC was read as GRK2 inh 0, GLD-1 TGE inh 2, Fam108B counter -7, Bcl-xL primary 5, VLA-4 inh 18, PME-1 primary -25, MCL1 BIM primary -4, Efflux pump inh 0.3 and MEX-5 binding -2.6.
Screening CSc1cccc(NC(=O)Cn2cnc(S(=O)(=O)N3CCCC3)c2)c1 returned GRK2 inh 0, GLD-1 TGE inh -2, Fam108B counter 3, Bcl-xL primary 1, VLA-4 inh 10, PME-1 primary 3, MCL1 BIM primary -4, Efflux pump inh 0.2 and MEX-5 binding -1.4.
For COc1ccc(/C=N/n2cnc3c([nH]c4ccc(Br)cc43)c2=O)cc1CN1CCOCC1 the results were GRK2 inh 0, GLD-1 TGE inh 4, Fam108B counter -2, Bcl-xL primary 0, VLA-4 inh 24, PME-1 primary -3, MCL1 BIM primary -4, Efflux pump inh 0.1 and MEX-5 binding -0.5.
For O=C(COC(=O)c1cc[n+]([O-])cc1)Nc1ccccc1Cl the results were GRK2 inh 0, GLD-1 TGE inh 0, Fam108B counter 4, Bcl-xL primary 1, VLA-4 inh -1, PME-1 primary -2, MCL1 BIM primary -10, Efflux pump inh -0.2 and MEX-5 binding -0.3.
Cc1ccc(-n2c(SCC(=O)O)nc3c(sc(=S)n3-c3ccc(C)c(C)c3)c2=O)cc1 was read as GRK2 inh 1, GLD-1 TGE inh -2, Fam108B counter 2, Bcl-xL primary 8, VLA-4 inh -1, PME-1 primary 0, MCL1 BIM primary 12, Efflux pump inh 0.0 and MEX-5 binding 0.2.
For CC(=O)c1cccc(Nc2cc(C)nc3ccccc23)c1 the results were GRK2 inh 0, GLD-1 TGE inh 5, Fam108B counter 3, Bcl-xL primary -2, VLA-4 inh -3, PME-1 primary 5, MCL1 BIM primary 3, Efflux pump inh 0.0 and MEX-5 binding 1.3.
N#Cc1ccccc1S(=O)(=O)N1CCN(C(=O)c2cc(=O)[nH]c3ccccc23)CC1 was read as GRK2 inh 0, GLD-1 TGE inh -2, Bcl-xL primary -1, VLA-4 inh 7, PME-1 primary 3, MCL1 BIM primary -5 and Efflux pump inh 0.1.
For CN1C(=O)/C(=C\c2ccncc2)SC1=Nc1ccccc1 the results were GRK2 inh 1, GLD-1 TGE inh -1, Fam108B counter 0, Bcl-xL primary 3, VLA-4 inh 4, PME-1 primary -1, MCL1 BIM primary 4, Efflux pump inh 0.1 and MEX-5 binding -0.5.
Screening Cn1c(=O)cc(OCC(=O)N2CCN(c3ccccc3F)CC2)c2ccccc21 returned GRK2 inh 0, GLD-1 TGE inh -4, Fam108B counter -1, Bcl-xL primary 2, VLA-4 inh -5, PME-1 primary 1, MCL1 BIM primary 2, Efflux pump inh 0.0 and MEX-5 binding -1.8.
`O=C(OCC(=O)N1CCc2ccccc21)c1n[nH]c(=O)c2ccccc12` gave GRK2 inh 4, GLD-1 TGE inh 6, Bcl-xL primary -1, VLA-4 inh -4, PME-1 primary -4, MCL1 BIM primary -2 and Efflux pump inh -0.1.
For COCCNc1nnc(SC(C)C(=O)Nc2c(C)n(C)n(-c3ccccc3)c2=O)s1 (stereo not given) the results were GRK2 inh 0, GLD-1 TGE inh 10, Fam108B counter 4, Bcl-xL primary 1, VLA-4 inh 3, PME-1 primary 2, MCL1 BIM primary 3, Efflux pump inh 0.0 and MEX-5 binding 0.5.
Screening Cc1ccc(C(=O)NC(=S)Nc2ccc(NC(=O)c3cccs3)cc2)cc1[N+](=O)[O-] returned GRK2 inh 0, GLD-1 TGE inh 0, Fam108B counter -9, Bcl-xL primary 9, VLA-4 inh 10, PME-1 primary -6, MCL1 BIM primary 14, Efflux pump inh -0.6 and MEX-5 binding -0.1.
`Cc1ccc(NC(=O)CSCCc2ccccn2)nc1` gave GRK2 inh 4, GLD-1 TGE inh 1, Fam108B counter 5, Bcl-xL primary 9, VLA-4 inh 0, PME-1 primary -2, MCL1 BIM primary 4, Efflux pump inh -0.2 and MEX-5 binding 0.8.
